TEAD-YAP inh = TEAD-YAP interaction inhibition, primary screen, TEAD-YAP interaction inhibitor project, luminescence, HEK-TIYL cells; TEAD-Gal4/YAP UAS-luciferase luminescence; inhibition, % at 9.12 µM; 1.4% of 640,000 active; in the data active = inhibition above about 32%;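 also: 0% = median of test compound wells and 100% = reference inhibitor wells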
MITF inh = MITF inhibitors, primary screen, biochemical, AlphaScreen, human | AlphaScreen MITF homodimerization, bead proximity signal | inhibition, % at 2.6 µM | 0.91% of 650,000 active | AID 1259374, 2018; in the data active = inhibition above about 50%;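 also: 0% = vehicle wells with protein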
GPR151 activ = activators of human GPR151, primary screen, cell-based, PathHunter beta-arrestin, luminescence | G-protein coupled receptor 151 (Homo sapiens), Q8TDV0 | 1% of 650,000 active | AID 1508602, 2020 | activation, % at 11.2 µM | PathHunter beta-arrestin GPR151 cells; in the data active = activation above about 4.9%;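 also: 0% = median of compound wells and 100% = cells with positive control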
Target sequence (Q8TDV0 whole entry, looked up): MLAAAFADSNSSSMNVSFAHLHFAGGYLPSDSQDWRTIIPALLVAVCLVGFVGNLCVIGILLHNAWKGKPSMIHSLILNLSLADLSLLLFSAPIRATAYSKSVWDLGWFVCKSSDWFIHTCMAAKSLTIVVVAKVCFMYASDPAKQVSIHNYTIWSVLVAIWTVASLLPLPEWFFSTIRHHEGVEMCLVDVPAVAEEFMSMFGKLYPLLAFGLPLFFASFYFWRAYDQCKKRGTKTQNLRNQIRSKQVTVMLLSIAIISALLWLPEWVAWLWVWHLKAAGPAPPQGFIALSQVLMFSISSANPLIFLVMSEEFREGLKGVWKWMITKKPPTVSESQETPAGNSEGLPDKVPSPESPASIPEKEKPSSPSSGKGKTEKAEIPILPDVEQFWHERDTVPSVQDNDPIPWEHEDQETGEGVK
FBW7 activator = FBW7 E3 ligase activators, primary screen, biochemical, AlphaScreen, human | F-box/WD repeat-containing protein 7 (Homo sapiens), Q969H0 | 0.13% of 650,000 active | AlphaScreen FBW7–phospho-cyclin E peptide binding, activator screen | normalized activity (activation), % at 26.1 µM | AID 1259310, 2017; in the data active = normalized activity above about 1.9%;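 also: purified mutant Fbw7 with reduced substrate affinity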
Target sequence (Q969H0 whole entry, looked up): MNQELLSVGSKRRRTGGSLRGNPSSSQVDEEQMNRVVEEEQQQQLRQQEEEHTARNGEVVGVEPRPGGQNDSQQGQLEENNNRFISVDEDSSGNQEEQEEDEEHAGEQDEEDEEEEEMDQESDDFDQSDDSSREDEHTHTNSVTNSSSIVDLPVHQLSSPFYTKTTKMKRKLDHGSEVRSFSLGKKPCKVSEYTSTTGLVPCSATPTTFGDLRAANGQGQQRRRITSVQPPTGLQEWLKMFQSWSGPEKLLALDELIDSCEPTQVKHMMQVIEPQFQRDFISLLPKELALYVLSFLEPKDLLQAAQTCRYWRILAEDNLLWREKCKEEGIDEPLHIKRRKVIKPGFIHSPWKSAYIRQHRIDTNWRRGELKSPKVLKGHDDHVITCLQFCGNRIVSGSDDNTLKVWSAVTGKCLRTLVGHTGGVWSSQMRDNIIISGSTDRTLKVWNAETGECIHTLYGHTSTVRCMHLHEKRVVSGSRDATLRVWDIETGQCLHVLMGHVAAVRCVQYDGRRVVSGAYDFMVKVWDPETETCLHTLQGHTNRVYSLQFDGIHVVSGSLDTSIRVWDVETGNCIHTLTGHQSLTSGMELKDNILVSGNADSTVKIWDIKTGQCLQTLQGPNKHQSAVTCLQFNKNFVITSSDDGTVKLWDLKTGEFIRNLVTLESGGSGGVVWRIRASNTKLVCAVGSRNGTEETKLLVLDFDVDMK
* = called active by the depositor.

Start of the data: the first eleven records as a preview:
SMILES | TEAD-YAP inh | MITF inh | GPR151 activ | FBW7 activator
CCOc1ccc(C2C(C#N)=C(N)Oc3cc(C)oc(=O)c32)cc1 (stereo not drawn) | 7 | 1 | -0.5 | 0.0
O=C(Cc1ccc(Cl)cc1)Nc1cccc(-c2nc3ncccc3o2)c1 | 5 | -3 | -0.6 | -0.1
O=C(COC(=O)c1ccccc1)c1ccc2ccccc2c1 | 6 | 0 | 5.4* | -0.1
Cc1sc(N2C(=O)c3cccc([N+](=O)[O-])c3C2=O)nc1-c1ccccc1 | 6 | -10 | 1.5 | -0.1
CCCCN(CC)S(=O)(=O)c1ccc(C(=O)Nc2sccc2C(N)=O)cc1 | 4 | -9 | 4.6 | -0.1
Cc1cccc(NC(=O)C2C3C=CC4(O3)C2C(=O)N(CCN(C)Cc2ccccc2)C4C(=O)NC2CCCC(C)C2C)c1 (stereo not drawn) | 12 | 8 | 0.8 | 0.0
O=C(NCc1ccc2c(c1)OCO2)c1ccc2c(=O)n(CCc3ccccc3)c(=S)[nH]c2c1 | -4 | 8 | -0.3 | -0.1
O=c1[nH]c(-c2ccncc2)nc2ccccc12 | -3 | 10 | 0.0 | -0.1
Cc1ccc(Cc2ccc(C(=O)Nc3ccccn3)o2)cc1 | -1 | 4 | 1.7 | 0.2
COc1ccc(OC)c(NC(=O)CS)c1 | 18 | 20 | 1.0 | -0.1
Cc1nc2scc(-c3ccc(C(C)(C)C)cc3)c2c(=O)n1N | 9 | -1 | 2.4 | -0.1

The listing, previewed entries included:
SMILES | TEAD-YAP inh | MITF inh | GPR151 activ | FBW7 activator
CCOc1ccc(C2C(C#N)=C(N)Oc3cc(C)oc(=O)c32)cc1 (stereo not drawn) | 7 | 1 | -0.5 | 0.0
O=C(Cc1ccc(Cl)cc1)Nc1cccc(-c2nc3ncccc3o2)c1 | 5 | -3 | -0.6 | -0.1
O=C(COC(=O)c1ccccc1)c1ccc2ccccc2c1 | 6 | 0 | 5.4* | -0.1
Cc1sc(N2C(=O)c3cccc([N+](=O)[O-])c3C2=O)nc1-c1ccccc1 | 6 | -10 | 1.5 | -0.1
CCCCN(CC)S(=O)(=O)c1ccc(C(=O)Nc2sccc2C(N)=O)cc1 | 4 | -9 | 4.6 | -0.1
Cc1cccc(NC(=O)C2C3C=CC4(O3)C2C(=O)N(CCN(C)Cc2ccccc2)C4C(=O)NC2CCCC(C)C2C)c1 (stereo not drawn) | 12 | 8 | 0.8 | 0.0
O=C(NCc1ccc2c(c1)OCO2)c1ccc2c(=O)n(CCc3ccccc3)c(=S)[nH]c2c1 | -4 | 8 | -0.3 | -0.1
O=c1[nH]c(-c2ccncc2)nc2ccccc12 | -3 | 10 | 0.0 | -0.1
Cc1ccc(Cc2ccc(C(=O)Nc3ccccn3)o2)cc1 | -1 | 4 | 1.7 | 0.2
COc1ccc(OC)c(NC(=O)CS)c1 | 18 | 20 | 1.0 | -0.1
Cc1nc2scc(-c3ccc(C(C)(C)C)cc3)c2c(=O)n1N | 9 | -1 | 2.4 | -0.1
Cc1ccc(CN2CCN3C(=O)[C@H](Cc4ccccc4)NC(=O)[C@H]3C2)cc1 | 0 | 10 | 0.0 | -0.4
O=C(O)c1ccc(-c2ccc(Cl)cc2)o1 | -3 | 8 | -1.5 | 0.3
O=C(COc1ccccc1[N+](=O)[O-])OC1CCOC1=O (stereo not drawn) | 2 | 1 | 0.5 | 0.0
CCC(C)NC(=O)Cn1cnc2sc(C)c(S(=O)(=O)N3CCCCC3)c2c1=O (stereo not drawn) | -6 | 9 | 0.5 | 0.4
CCN(CC)CC#CC(C)OCOCC#CCOC (stereo not drawn) | -9 | -9 | 0.3 | -0.1
COc1ccc(C(=O)/C=C/c2ccc(-c3ccc(Cl)cc3)o2)cc1 | -15 | 7 | -0.5 | 0.1
Cc1cccn2cc(-c3ccc(S(=O)(=O)N4CCCCC4)cc3)nc12 | 9 | 7 | -1.6 | 0.1
Cc1cccc(N2C(=O)C3CC=CCC3C2=O)c1 (stereo not drawn) | -6 | -14 | 0.4 | 0.1
Cc1cccc(N2C(=O)/C(=C/C=C/c3ccco3)C(=O)NC2=S)c1 | -8 | 58* | 0.6 | -0.2
CC(C)(C)OC(=O)NC(CC(N)=O)C(=O)Oc1ccc([N+](=O)[O-])cc1 (stereo not drawn) | 7 | 1 | 1.2 | -0.1
Cc1cc(-n2c(SCC(=O)NCc3ccccc3)nc3n[nH]c(C)c3c2=N)ccc1Cl | 0 | -1 | -1.2 | 1.0
CCOC(=O)c1c(CSc2ccccc2)oc2cc(CN(C)C)c(O)c(Cl)c12 | -1 | 27 | -0.4 | 0.3
CCOC(=O)c1c(C)n(C)c2ccc(OC(=O)c3ccccc3)cc12 | 3 | -1 | 0.1 | 0.0
CCCCC(=O)NC(Nc1sc2c(c1C#N)CCCC2)(C(F)(F)F)C(F)(F)F | -2 | 6 | 0.2 | 0.1
NC(=O)N/N=C/c1cn(-c2ccccc2)nc1-c1ccc2c(c1)OCCO2 | -33 | 8 | -0.1 | 0.3
Cc1ccc2cc(C#N)c(NCCNC(=S)NCCCN3CCOCC3)nc2c1C | 14 | -7 | -0.1 | -0.2
CCN(CC)c1nc(NCCCN2CCCC2=O)nc(N2CCc3ccccc3C2)n1 | -11 | 11 | 0.5 | 0.0
COc1ccc(/C(C)=N/Nc2ccc([N+](=O)[O-])cc2[N+](=O)[O-])c(OC)c1 | 9 | -8 | -0.1 | -0.1
O=C(COc1ccc2ccccc2c1)Nc1ccc2c(c1)OCO2 | -2 | -9 | 1.0 | 0.1
CN(CC(=O)N1CCC2(CC1)OCCO2)c1nnc(N2CCCC2=O)s1 | -8 | 0 | 2.3 | 0.0
CN(C)c1ccc(C2C3=C(CCCC3=O)OC3=C2C(=O)CCC3)cc1 | 7 | 9 | 1.0 | 0.1
CC(C)(C)c1ccc2c(c1)N(CC(=O)N1CCN(Cc3ccccc3)CC1)C(=O)CO2 | 1 | 15 | 1.6 | -0.1
NNC(=O)C(Oc1ccccc1)Oc1ccccc1 | 2 | -22 | 0.1 | 0.1
CCOC(=O)C1=C(C)N(c2ccccc2)C(=O)/C1=C\c1cccc(OC)c1OC | -7 | -2 | 0.9 | -0.1
O=C1NC(=Nc2ccc(F)cc2)S/C1=C\c1ccc(O)cc1 | -8 | 4 | -1.1 | -0.1
CCOC(=O)CSc1nnc(-c2ccco2)n1C | -5 | -5 | 0.5 | -0.4
C=CCNc1nc(-c2ccccc2)c(C2(O)C(=O)Nc3ccc([N+](=O)[O-])cc32)s1 (stereo not drawn) | -40 | 7 | 0.6 | 0.1
Brc1cccc(CSc2nnnn2-c2ccccc2)c1 | 8 | -7 | -0.1 | 0.0
Cc1cccc(C(=O)NCCN2CCCC2)c1 | 4 | 19 | -0.6 | 0.3
OCCC1CN(Cc2ccc(F)cc2)CCN1CCCc1ccccc1 (stereo not drawn) | -3 | -4 | -1.0 | 0.1
Nc1nc2c3ccccc3nc(-c3ccccc3)n2n1 | 10 | -38 | 0.4 | 0.0
O=C(COc1ccc2c(c1)C(=O)CC1(CCCCC1)O2)NCc1ccccc1 | 3 | -4 | 0.7 | -0.1
O=C(Nc1ccccc1C(=O)OC/C=C/c1ccccc1)c1ccccc1 | -5 | 2 | -4.5 | 0.0
COc1ccc(NC(=S)N(Cc2cccc(Br)c2)CC2CCC(C(=O)O)CC2)cc1 (stereo not drawn) | -1 | 14 | -0.6 | 0.4
Cc1[nH]n(-c2ccccc2)c(=O)c1C(c1ccccc1OC(=O)c1ccc(Cl)cc1)c1c(C)[nH]n(-c2ccccc2)c1=O | 5 | 6 | -1.5 | -0.8
Cc1ccccc1OCC(=O)NNC(=O)C1c2ccccc2Oc2ccccc21 | 7 | 7 | 6.0* | 0.1
FC(F)(F)c1ccc(NC(=S)NC2CC2)cc1 | -7 | 3 | 0.9 | 0.0
Cn1c(=O)c(C(=O)Nc2ccc(F)cc2)c(O)c2ccccc21 | -8 | 1 | 0.6 | 0.2
CCOC(=O)N1CCN(CC2CCCCC2)CC1 | 12 | 35 | -1.9 | 1.5
Later entries.
SMILES | TEAD-YAP inh | MITF inh | GPR151 activ | FBW7 activator
O=C(Nc1cccc(F)c1)c1cc(S(=O)(=O)N2CCOCC2)ccc1F | 0 | 9 | -0.5 | 0.2
Cn1ncc(Cl)c1C(=O)N1CCc2ccccc21 | 1 | 1 | 2.0 | 0.2
Cc1ccc(S(=O)(=O)Nc2ccc3c(c2)OCO3)cc1 | -5 | -2 | -0.5 | -0.1
Cc1ccc2nsnc2c1Br | 3 | -13 | 1.9 | 0.0
O=C(Cc1ccccc1)Nc1ccc2c(c1)C(=O)OC2 | -2 | 22 | -1.4 | 1.6
c1cc(-c2cn[nH]c2)cc(Nc2ccc(N3CCOCC3)cc2)n1 | 19 | 25 | -1.3 | -0.1
O=c1[nH]c(/C=C\c2cccc(Cl)c2)c([N+](=O)[O-])c(=O)[nH]1 | -6 | 0 | -0.3 | -0.1
Cc1cnc(C(=O)N[C@@H](C)Cn2nc(-c3cccs3)oc2=O)cn1 | -5 | 0 | 0.3 | 0.1
O=C(NCCCN1CCCCCC1)C1C2C=CC3(CN(Cc4cccs4)C(=O)C13)O2 (stereo not drawn) | 2 | -5 | 0.2 | -0.2
CCn1c(=O)c2c(nc3n(Cc4ccccc4)c(C)cn23)n(C)c1=O | 7 | -17 | 0.7 | 0.0
CC(C)CCN1C(=O)c2ccc(-c3nc4ccc(Br)cc4c(=O)o3)cc2C1=O | -4 | -1 | 0.4 | -0.2
CCOc1ccccc1-n1c(=S)sc2c(=O)n(-c3ccc(F)cc3)c(SCC(=O)C(C)(C)C)nc21 | -2 | -12 | 0.3 | 0.0
O=C(CCc1c[nH]c2ccccc12)N1CCN(c2ccc(O)cc2)CC1 | -16 | -1 | 0.9 | 0.1
Cc1cc2c(Nc3ccc(Oc4ccccc4)cc3)ncnc2s1 | -9 | 0 | 0.6 | 0.1
C=CCOc1ccc(N2CC(C(=O)O)CC2=O)cc1 (stereo not drawn) | 10 | 10 | -0.7 | 0.4
CN(C)c1cccc(-c2cnn3c(NCc4ccc5c(c4)OCO5)ccnc23)c1 | 0 | 10 | -1.0 | 0.2
CCOc1ccccc1Nc1nnc(SCC(=O)Nc2ccc3c(c2)OCCO3)s1 | -2 | -7 | -3.9 | -0.2
CN1CCCc2cc(C(CNC(=O)Nc3ccc4c(c3)OCO4)N3CCCC3)ccc21 (stereo not drawn) | -42 | 14 | 1.3 | -0.6
CC(=O)C1=C(O)C(=O)N(CC2CCCO2)C1c1ccccc1[N+](=O)[O-] (stereo not drawn) | -3 | 0 | -0.7 | 0.1
CCOC(=O)/C(C#N)=C/c1cccc(C(F)(F)F)c1 | 4 | 21 | -0.4 | 0.3
CCCOc1cccc(C(=O)NC(=S)Nc2ccccn2)c1 | 8 | 6 | -1.1 | 0.0
NC(=O)c1cccc(C(=O)Nc2nccc(-c3ccccc3)n2)c1 | -3 | 9 | -0.8 | -0.1
CC1=CC(C)(C)N(C(=O)Nc2ccccc2)c2ccc(C)cc21 | -9 | 4 | -0.6 | 0.0
CCc1c(O)nc(SCC(=O)N2CCCCC2)[nH]c1=O | 0 | -10 | 0.5 | 0.0
Cn1nccc1Nc1nc(Nc2ccccc2)c2[nH]cnc2n1 | -3 | 5 | -1.0 | 0.4
CCOC(=O)N1CCN(c2cc(-c3cccnc3)nc(C)n2)CC1 | -7 | 10 | -2.3 | -0.1
COc1ccc(N2CCN(CC(O)COC3CC(C)CC(C)(C)C3)CC2)cc1 (stereo not drawn) | -4 | 21 | 0.6 | -0.1
CCOc1cc(/C=C2\SC(=S)N(C)C2=O)cc(Cl)c1OS(C)(=O)=O | 10 | 4 | -1.2 | 0.1
O=C(Nc1c2c(nn1-c1ccc(Cl)cc1)CSC2)c1ccc(S(=O)(=O)N2CCCC2)cc1 | 8 | 6 | -1.0 | -0.2
Cc1ccc(CSc2nnc3c(n2)OC(c2ccccn2)Nc2ccccc2-3)cc1 (stereo not drawn) | -1 | -2 | 0.8 | -0.1
O=[N+]([O-])c1ccccc1NCCNS(=O)(=O)c1ccc(Br)cc1 | 1 | 17 | -1.9 | 0.1
COc1ccc2c(c1)C[C@@H](C(=O)Nc1ccc(-c3cn[nH]c3)cc1O[C@H]1CCN(C)C1)CO2 | 8 | -4 | 1.0 | -0.4
NC(=O)NC(=O)Nc1ccccc1Cl | -9 | 1 | 0.0 | 0.0
COC(=O)c1ccc2c(=O)n(Cc3ccc4c(c3)OCO4)c(SC)nc2c1 | -8 | -22 | -2.3 | -0.3
N#CCCn1cc(C(=O)Nc2ccc(C(=O)O)cc2)c(-c2ccc([N+](=O)[O-])cc2)n1 | 6 | -7 | 1.7 | 0.1
N#Cc1ccccc1OCCCn1cnc2ccccc21 | -65 | 18 | -0.4 | 0.7
COc1cccc(/C=N/c2nc3ccccc3n2C)c1O | -1 | 8 | -1.1 | 0.4
CCNc1nc(Nc2cc(OC)c(OC)c(OC)c2)c2[nH]cnc2n1 | 30 | 3 | -1.0 | 0.1
O=C(Nc1ccc([N+](=O)[O-])cc1)OCC1CCCO1 (stereo not drawn) | -56 | 9 | 0.7 | 0.0
CCOc1ccc(/C=C2\SC(=O)NC2=O)cc1OC | -18 | 17 | -2.1 | 0.2
CC1(C)CC(=O)C2=C(C1)OC(N)=C(C#N)C2c1cn(CC(=O)N2CCCC2)c2ccccc12 (stereo not drawn) | -7 | -8 | 1.3 | -0.1

Source: PubChem BioAssay (The Scripps Research Institute Molecular Screening Center)
